From PubChem BioAssay
Growth percent in the NCI-60 one-dose screen (48 h, 10 µM unless noted): 100 = growth as untreated, 0 = no growth, -100 = all killed.
SK-MEL-5 – SK-MEL-5 melanoma. 80,000 tested, 6.4% active. AID 1794755
EKVX – EKVX NSCLC | 71,000 tested, 3% active | AID 1794765
UACC-257 – UACC-257 melanoma; 78,000 tested, 4.4% active; AID 1794764
UACC-62 – UACC-62 melanoma. 81,000 tested, 5.4% active
A549/ATCC – A549/ATCC NSCLC | 81,000 tested, 3.7% active
MALME-3M – MALME-3M melanoma. 78,000 tested, 5.8% active. AID 1794766
SK-MEL-2 – SK-MEL-2 melanoma. 77,000 tested, 4.7% active. AID 1794763
M14 – M14 melanoma; AID 1794745; 80,000 tested, 6.2% active
An asterisk follows results filed as active; / = no result given. The calls were made as follows: active = growth percent below 10; inactive = the rest.

1) COc1ccc(-c2nn(-c3ccc(NC(=O)c4cc(C(F)(F)F)cc(C(F)(F)F)c4)cc3)cc2-c2ccncc2)cc1Cl
2) [O-][N+]12CCCCC1CCCC2CO (stereo unspecified)
3) O=C(O)c1ccc(-n2cc(CNc3ccccc3)c(-c3ccc(F)cc3)n2)cc1
4) Cc1ccc(NC(=O)NS(=O)(=O)c2c[nH]c(=S)[nH]c2=O)cc1
5) Cc1ccc2c(/C=C/C(=O)c3cc(CN4CCOCC4)c(O)c4nc(C)ccc34)cc(CN3CCOCC3)c(O)c2n1
6) COc1ccc(-c2cnoc2-c2cc(OC)c3c(c2)OCCO3)cc1

assay / entry | 1 | 2 | 3 | 4 | 5 | 6
SK-MEL-5 | 69 | 101 | 91 | 106 | 4.7* | -28*
EKVX | 70 | 96 | 68 | 93 | 32 | /
UACC-257 | 79 | 92 | 101 | 93 | 8.0* | 70
UACC-62 | 56 | 99 | 67 | 101 | -0.6* | 13
A549/ATCC | 60 | 94 | 69 | 83 | 11 | 19
MALME-3M | 95 | 113 | 90 | 98 | 43 | 63
SK-MEL-2 | 90 | 119 | 55 | 101 | -2.6* | /
M14 | 40 | 105 | 93 | 109 | -20* | 7.6*

7) O=C(Nc1cccc(Cl)c1)Nc1nc2ccc(-c3cccc4ccccc34)cc2s1
8) CN(C)CCCN(Cc1ccccc1O)C(=O)Nc1cccc2ccccc12
9) COc1ccc2[nH]cc(-c3noc(C(=O)c4cn(C)c5ccc(F)cc45)n3)c2c1
10) O=C(/C=C/c1cn(-c2ccccc2)nc1-c1ccc(OCc2ccccc2)cc1)c1ccc(Cl)cc1
11) O=C(N/N=C/c1ccccc1O)c1ccncc1
12) O=S(=O)(Nc1cccc2[nH]cnc12)c1ccc(Br)cc1F

assay / entry | 7 | 8 | 9 | 10 | 11 | 12
SK-MEL-5 | 54 | 93 | 92 | 97 | 76 | 81
EKVX | 56 | / | 77 | 108 | 37 | /
UACC-257 | 51 | 106 | 98 | 91 | 61 | 97
UACC-62 | 42 | 105 | 88 | 92 | 34 | 88
A549/ATCC | 37 | 100 | 105 | 92 | 54 | 90
MALME-3M | 43 | 105 | 95 | 96 | 74 | 86
SK-MEL-2 | 83 | 128 | 95 | 96 | 56 | /
M14 | 69 | 102 | 99 | 99 | 51 | 95

Part of the list above, with two lines to a compound:
Each structure is followed by: SK-MEL-5 | EKVX | UACC-257 | UACC-62 | A549/ATCC | MALME-3M | SK-MEL-2 | M14
9: COc1ccc2[nH]cc(-c3noc(C(=O)c4cn(C)c5ccc(F)cc45)n3)c2c1
 : 92 | 77 | 98 | 88 | 105 | 95 | 95 | 99
12: O=S(=O)(Nc1cccc2[nH]cnc12)c1ccc(Br)cc1F
 : 81 | / | 97 | 88 | 90 | 86 | / | 95

(further entries)
13) Cc1c(C(=O)N[C@@H](Cc2ccccc2)C(=O)C(=O)NCc2ccccc2)oc2cc(O)ccc2c1=O
14) CCOC(=O)CC1C(CO)OC(n2cnc3c(N)ncnc32)C1O[Si](C)(C)C(C)(C)C (stereo unspecified)
15) O=C(NC1C(O)OC(CO)C(O)C1O)NS(=O)(=O)c1ccc(Cl)cc1 (stereo unspecified)
16) NC[C@@H]1O[C@H](O[C@@H]2[C@@H](CO)OC(O[C@@H]3[C@@H](O)[C@H](N)C[C@H](N)[C@H]3O[C@H]3O[C@H](CO)[C@@H](O)[C@H](O)[C@H]3N)[C@@H]2O)[C@H](N)[C@@H](O)[C@@H]1O (stereo partly specified)
17) COc1cccc(-c2nc(-c3ccc(N)cc3)co2)c1
18) CCN(C(=O)N1CCN(c2cc3c(cc2F)c(=O)c(C(=O)O)cn3C2CC2)CC1)c1nc(-c2ccccc2)cs1

assay / entry | 13 | 14 | 15 | 16 | 17 | 18
SK-MEL-5 | 101 | 81 | 104 | 111 | 86 | 12
EKVX | 100 | 75 | 109 | 94 | 102 | 31
UACC-257 | 112 | 104 | 104 | 104 | 93 | 74
UACC-62 | 84 | 73 | 95 | 105 | 90 | 13
A549/ATCC | 107 | 100 | 109 | 101 | 85 | 12
MALME-3M | 111 | 93 | 104 | 112 | 114 | 22
SK-MEL-2 | 110 | 106 | 101 | 131 | 100 | 46
M14 | 112 | 99 | 102 | 114 | 91 | 23

19) CC1(C)C2=C(CC[C@@H]1O)[C@@]1(C)C[C@H](c3ccoc3)OC(=O)[C@@H]1CC2
20) O=C(Nc1ncc(Cc2cccc(C(F)(F)F)c2)s1)C1COc2ccccc2O1 (stereo unspecified)
21) CC1=C(C)C[C@]2(Cc3c(C)cccc3C2=O)S(=O)C1 (stereo partly specified)
22) O=C(CCSc1nc2sc3c(c2c(=O)n1Cc1ccccc1)CCCC3)N1CCN(c2ccccc2)CC1
23) CCCC(=O)NNc1nccc(Nc2ccc(S(=O)(=O)Nc3ccccn3)cc2)n1
24) C=CCOc1ccc2c(c1)CC[C@@H]1[C@@H]2CC[C@]2(C)C[C@@H](O)C[C@@H]12

assay / entry | 19 | 20 | 21 | 22 | 23 | 24
SK-MEL-5 | 98 | 90 | 60 | 78 | 106 | 97
EKVX | 101 | 76 | / | 83 | 101 | 84
UACC-257 | / | 88 | 53 | 107 | 90 | 99
UACC-62 | 99 | 65 | 60 | 80 | 101 | 81
A549/ATCC | 99 | 75 | 66 | 78 | 96 | 85
MALME-3M | 101 | 72 | 45 | 111 | 102 | 87
SK-MEL-2 | 103 | 88 | 94 | 111 | 104 | 93
M14 | 104 | 89 | 63 | 91 | 105 | 83

25) COc1ccc(-c2sc3nc(-c4ccc(F)cc4)c(/C=C/c4cc(OC)c(OC)c(OC)c4)n3c2-c2ccc(OC)cc2)cc1
26) O=C(Nc1ccccc1C(=O)N/N=C(\c1ccccc1)c1ccccn1)c1ccccc1
27) NS(=O)(=O)c1ccc(CCn2c(SCC(=O)Nc3ccc(F)cc3)nc3ccccc3c2=O)cc1
28) CCOC(=O)c1cc2c(n1Cc1cc(OC)c(OC)c(OC)c1)-c1nc(N)sc1CCC2
29) CN(CC(O)c1ccccc1)c1ccccc1 (stereo unspecified)
30) O=C(Cn1cc(CN2CCOCC2)nn1)Nc1ccc2c(ccn2Cc2ccccc2)c1

assay / entry | 25 | 26 | 27 | 28 | 29 | 30
SK-MEL-5 | 94 | -21* | 95 | 20 | 102 | 99
EKVX | / | 10 | 93 | 66 | 85 | 97
UACC-257 | 97 | -10* | 103 | 44 | 118 | 103
UACC-62 | 95 | -10* | 89 | 35 | 91 | 94
A549/ATCC | 93 | 9.7* | 97 | 28 | 96 | 100
MALME-3M | 90 | 35 | 97 | 69 | 113 | 104
SK-MEL-2 | 112 | 30 | 108 | 33 | / | 106
M14 | 96 | -13* | 104 | 26 | 97 | 102

31) CN1CC(c2ccccc2)C(C(=O)c2ccc(Br)cc2)C12C(=O)Nc1ccccc12 (stereo unspecified)
32) CCCCC1COc2cccc3c2N1C=C/C3=C\C(=O)N(C)c1ccc(OC(F)(F)F)cc1 (stereo unspecified)
33) COc1ccc([C@@H]2Nc3cc(-c4cc(OC)c(OC)c(OC)c4)ccc3O[C@H]2CO)cc1OC
34) O=C(N/N=C\c1ccc(Cl)cc1Cl)c1ccc2nc(-c3ccc([N+](=O)[O-])cc3)[nH]c2c1
35) Clc1ccc2c(Cl)cc(Cl)nc2c1
36) Cc1ccc(S(=O)(=O)Nc2ccc3ncccc3c2[N+](=O)[O-])cc1

assay / entry | 31 | 32 | 33 | 34 | 35 | 36
SK-MEL-5 | 99 | 104 | 93 | 100 | 102 | 109
EKVX | 92 | 103 | 94 | 104 | / | 116
UACC-257 | 103 | 102 | 134 | 106 | 104 | 88
UACC-62 | 78 | 89 | 97 | 101 | 104 | 108
A549/ATCC | 92 | 96 | 106 | 104 | 106 | 96
MALME-3M | 99 | 106 | 107 | 96 | 103 | /
SK-MEL-2 | 99 | 124 | 100 | 109 | 86 | 115
M14 | 102 | 103 | 100 | 99 | 99 | 103

37) C/C=C(\C)C(=O)N[C@H]1CC[C@]2(C)C3CC[C@@]4(C)C(CC[C@@H]4C(C)N(C)C)C3CCC2[C@H]1OC(C)=O (stereo partly specified)
38) CN(C)c1ccc2nc3ccc(=N)cc-3sc2c1
39) CN(C)CCN1C(=O)c2cccc3c(N)ccc(c23)C1=O
40) Clc1ccc(-c2noc(/C=C\c3ccccc3)n2)cc1
41) COc1ccc(-c2nsc3c2NC(=O)CC3c2cccc(F)c2)cc1 (stereo unspecified)
42) Cc1ccc(OCCBr)cc1

assay / entry | 37 | 38 | 39 | 40 | 41 | 42
SK-MEL-5 | -100* | 0.2* | -22* | 98 | 33 | 113
EKVX | -11* | / | 31 | / | / | /
UACC-257 | -51* | 14 | 9.4* | 104 | 66 | 99
UACC-62 | -52* | 36 | 33 | 100 | 48 | 104
A549/ATCC | -18* | 14 | 6.5* | 88 | 34 | 101
MALME-3M | -69* | 8.2* | 47 | 95 | 43 | 110
SK-MEL-2 | -33* | / | 20 | / | / | 115
M14 | -64* | 25 | 34 | 101 | 33 | 105

43) O=C(O)c1ccc(-c2nn(-c3ccc(C(=O)O)cc3)cc2/C=N/NC(=O)c2ccccc2)cc1
44) O=C1CCn2c1c(O)c1ccccc1c2=O
45) O=C1NC(=S)N[C@H]1CC(=O)n1cnc2ccccc21
46) CCc1cc2c(c3ccc(C(=O)CBr)cc13)CCCC2
47) CN(C)CCOC(c1ccc(Cl)cc1)c1ccccn1 (stereo unspecified)
48) COc1cc(C2=C(c3c[nH]c4ccccc34)C(=O)N(CCN3CCOCC3)C2=O)cc(OC)c1OC

assay / entry | 43 | 44 | 45 | 46 | 47 | 48
SK-MEL-5 | 103 | 103 | 99 | 106 | 97 | 83
EKVX | 101 | 94 | 90 | 74 | 93 | 95
UACC-257 | 110 | 100 | 116 | / | 109 | 106
UACC-62 | 100 | 113 | 93 | 92 | 98 | 61
A549/ATCC | 105 | 100 | 105 | 93 | / | 93
MALME-3M | 90 | 124 | 98 | 96 | 101 | 72
SK-MEL-2 | 110 | 126 | 104 | 97 | 109 | 70
M14 | 103 | 107 | 97 | 107 | 104 | 78

49) Nc1ccc(N)c([N+](=O)[O-])c1
50) O=C1COCCN1c1ccc(Nc2nc(Cl)nc(N3CCOCC3)n2)cc1
51) CCSC(=Nc1ccc(C)cc1)NC(=O)c1cccs1
52) NS(=O)(=O)c1ccc(Nc2nc(SCC(=O)c3ccc(Br)cc3)nc3ccccc23)cc1
53) Cc1ccc(S(=O)(=O)c2nc(S(=O)(=O)CCN3CCOCC3)sc2N2CCOCC2)cc1
54) Cc1nc2cc(O)c(O)cc2cc1Oc1ccc(NC(=O)c2ccc(N3CCOCC3)c(C(F)(F)F)c2)cc1

assay / entry | 49 | 50 | 51 | 52 | 53 | 54
SK-MEL-5 | 95 | 100 | 102 | 100 | 96 | 90
EKVX | 110 | 92 | 82 | 104 | 106 | 105
UACC-257 | / | 98 | 112 | 105 | 79 | 109
UACC-62 | 98 | 96 | 103 | 96 | 91 | 94
A549/ATCC | / | 96 | 101 | 103 | 88 | 100
MALME-3M | 98 | 96 | 121 | 112 | 107 | 102
SK-MEL-2 | 115 | 92 | 100 | 117 | 98 | 105
M14 | 112 | 98 | 99 | 93 | 92 | 119

55) N#CC1=C(N)Oc2cc(O)ccc2C1c1ccc(Cl)cc1 (stereo unspecified)
56) O=c1cc(Cc2ccc([N+](=O)[O-])cc2)[nH]c(=O)[nH]1
57) O=C(/C=C/c1ccccc1)N(C1CCCCC1)C1CCCCC1
58) COc1ccc2[nH]c(=O)c(C3C4=C(CC(C)(C)CC4=O)Nc4nc(N)nc(N)c43)cc2c1 (stereo unspecified)
59) CCN(CC)CCCC(C)N=C(Nc1ccccc1)c1ccc(Cl)cc1 (stereo unspecified)
60) Nn1c(N/N=C/c2cccc([N+](=O)[O-])c2)n[nH]c1=S

assay / entry | 55 | 56 | 57 | 58 | 59 | 60
SK-MEL-5 | 93 | 109 | 90 | 95 | 88 | 99
EKVX | 76 | 115 | 85 | 106 | 88 | 98
UACC-257 | 105 | 109 | 81 | 74 | 112 | 107
UACC-62 | 93 | 100 | 75 | 88 | 101 | 89
A549/ATCC | 85 | 106 | 74 | 79 | 100 | 104
MALME-3M | 94 | 100 | 104 | 99 | 112 | 100
SK-MEL-2 | 89 | 95 | 83 | 73 | 118 | 98
M14 | 117 | 104 | 88 | 101 | 99 | 99

61) O=C(N/N=C/c1coc2ccc(Cl)cc2c1=O)c1cc2oc(-c3ccccc3)cc2[nH]1
62) CN1CCN(Cc2ccc(C(=O)Nc3cccc(Nc4ccc5c(O)cccc5n4)c3)cc2C(F)(F)F)CC1
63) COc1ccc(C(c2ccc(OCCN(C)C)cc2)c2cc3ccccc3c3ccccc23)cc1 (stereo unspecified)
64) Cc1oc2nc[nH]c(=O)c2c1C(=O)/C=C/c1cccc2c1OCO2
65) CCn1c2c(c3ccccc31)SC1c3cccn3CCN1C2=S (stereo unspecified)
66) N#CC1(c2ccccc2)CCCC1(C#N)c1ccccc1 (stereo unspecified)

assay / entry | 61 | 62 | 63 | 64 | 65 | 66
SK-MEL-5 | 100 | -100* | 59 | 99 | / | 98
EKVX | / | -46* | 57 | 102 | 107 | /
UACC-257 | 109 | -79* | / | / | 98 | 80
UACC-62 | 100 | -80* | -48* | 98 | 81 | 91
A549/ATCC | 105 | -14* | 55 | 101 | 88 | 87
MALME-3M | 70 | -96* | -43* | 101 | 112 | 92
SK-MEL-2 | 72 | -76* | 86 | 109 | 90 | 98
M14 | / | -87* | -72* | 98 | 94 | 99

67) COc1ccccc1NC(=O)Oc1c(Cl)c(Cl)c(Cl)c(Cl)c1Cl
68) O=C(O)COc1cccc(C(=O)/C=C/c2ccc(Br)cc2)c1
69) O=C(NO)c1cccnc1
70) Cc1ccccc1Cn1cc(CSc2nc3ccccc3o2)nn1

assay / entry | 67 | 68 | 69 | 70
SK-MEL-5 | 99 | 102 | 105 | 108
EKVX | 91 | 109 | 106 | 103
UACC-257 | 90 | 110 | 87 | 108
UACC-62 | 104 | 100 | 90 | 96
A549/ATCC | 67 | 108 | 91 | 109
MALME-3M | 117 | 111 | 108 | 110
SK-MEL-2 | 85 | 124 | 87 | 110
M14 | 88 | 106 | 109 | 109
